Assay outcomes: PubChem, several laboratories
FLuc act counter – firefly luciferase counter-screen for stimulation assays; ATPlite luciferase biochemical, luminescence, 10 min; 0 = ATP-free wells, 1 = DMSO control; activation factor at 10 µM; 200,000 tested, under 10 active;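 active means luciferase activation factor, scaled between plate controls, of at least 2 with compound at 10 µM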
Target sequence (P08659 whole entry, looked up): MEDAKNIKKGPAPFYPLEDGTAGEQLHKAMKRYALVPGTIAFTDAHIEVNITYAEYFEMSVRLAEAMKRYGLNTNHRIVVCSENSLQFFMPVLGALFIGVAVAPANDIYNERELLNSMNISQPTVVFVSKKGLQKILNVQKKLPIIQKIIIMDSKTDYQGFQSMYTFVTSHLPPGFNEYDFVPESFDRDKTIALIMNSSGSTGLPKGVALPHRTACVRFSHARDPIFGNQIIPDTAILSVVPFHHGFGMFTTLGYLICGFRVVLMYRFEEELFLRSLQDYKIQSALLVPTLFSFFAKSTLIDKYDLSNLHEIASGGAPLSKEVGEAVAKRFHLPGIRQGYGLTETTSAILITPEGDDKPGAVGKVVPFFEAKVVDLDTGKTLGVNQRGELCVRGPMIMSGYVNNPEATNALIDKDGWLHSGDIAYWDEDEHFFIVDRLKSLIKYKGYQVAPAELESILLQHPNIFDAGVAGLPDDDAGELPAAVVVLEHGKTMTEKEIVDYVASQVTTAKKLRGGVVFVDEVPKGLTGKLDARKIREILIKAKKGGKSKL
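System: cell-free luciferase reagent; medium: PBS as buffer for the ATP substrate; doses: test compounds dosed from 2 mM stocks in 100% DMSO; incubation: 10 min, room temperature; measured by: luminescence from luciferase reaction; read-out: luciferase activation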
NF-kB expr up – compounds increasing NF-kB expression in human neuronal cells; 1.6% of 190,000 active; NF-kB reporter expression; stronger effect = higher value; fold change at 12.5 µM; AID 1239; in the data active means fold change above about 3.3
FLuc inh counter – Photinus pyralis luciferase inhibition counter-screen. P08659. ATPLite firefly luciferase biochemical luminescence, 10 min. inhibition, % at 10 µM. 1.5% of 200,000 active. AID 1006;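 active means inhibition above about 50% when tested at 10 µM, limit read from the data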
Diaphorase inh – diaphorase inhibition or chemical oxidation counter-screen; AID 1217; 0.69% of 190,000 active; diaphorase resazurin-to-resorufin fluorescence, NADH, 16 min; bacterial (C. kluyveri) enzyme, not human; inhibition, % at 20 µM;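 active means primary screen inhibition at 20 µM above a set limit, cut at about 50% in these data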;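 further: plate controls were DMSO with full reaction for no effect and wells lacking NADH for full effect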
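Test system: diaphorase enzyme from Clostridium kluyveri; amount: diaphorase at 0.14 U/mL in enzyme working solution; detection: fluorescence of resorufin formed from resazurin, Ex 544/Em 590 nm; times: reaction incubation of 16 min at room temperature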
Diaphorase act – counter-screen for diaphorase-based assays: diaphorase activators and chemical reducers; Diaphorase/resazurin coupled assay, resorufin fluorescence, 16 min; stronger effect = higher value; 1 = vehicle wells, 0 = NADH-free wells; activation factor at 20 µM; 0.005% of 190,000 active; AID 1229;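 active means diaphorase activity raised at least twofold by the compound at 20 µM; inactive means activation factor below 2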
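Material: purified diaphorase enzyme from Clostridium kluyveri / Medium: HEPES pH 7.4 buffer with MgCl2 and Tween 20 / Schedule: enzyme reaction of 16 min at room temperature / Measured by: resorufin fluorescence, excitation 544 nm, emission 590 nm / Evaluation: rise in resorufin formation, marking diaphorase activation or chemical reduction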
APP 5UTR inh – APP translation inhibition; AID 1285; SH-SY5Y APP 5'UTR-luciferase reporter, luminescence; inhibition, % at 2 µM; 0.82% of 190,000 active;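 active means inhibition above a set limit, derived from the sample mean plus 3 SD, cut at about 45% in these data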; further: values of inactives mirror those of a sister screen read the other way
STAT1 activator – increases IFN-gamma driven STAT1 reporter signal; NIH 3T3 STAT1-luciferase reporter, luminescence; 100% = IFN-gamma alone, no compound; activation (% of control), % at 5.5 µM; 2.6% of 200,000 active;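 active means activation above the screen-wide mean activation plus 3 SD, cut at about 130% in these data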;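 further: raw ratio to IFN-gamma control signal so 100% means no change and 0% no light; values of inactives mirror those of a sister screen read the other way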
TLR4 MyD88 comp – inhibitors of human TLR4-MyD88 binding; O00206+Q99836; HeLa CL3-4 TLR4/MyD88 BLA complementation, FRET ratio; inhibition, % at 8.4 µM; 0.18% of 200,000 active; AID 861; in the data active means inhibition above about 25%;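 further: 0% = vehicle and 100% = reference inhibitor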
APP 5'UTR act – APP 5'UTR luciferase reporter activation; activation, % at 2 µM; SH-SY5Y APP 5'UTR luciferase reporter, luminescence; zero percent = DMSO vehicle wells; 1% of 190,000 active;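 active means activation above a set limit, based on mean plus 3 SD of controls, cut at about 140% in these data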; further: values of inactives mirror those of a sister screen read the other way
G6PDH counter – inhibits Leuconostoc G6PDH, flagging false hits in G6PDH-based assays; Purified L. mesenteroides G6PDH, diaphorase/resazurin coupled fluorescence, 45 min; inhibition, % at 5 µM; 0.12% of 200,000 active; AID 1020; in the data active means inhibition above about 50%
* = called active by the depositor; / = not tested or not shown.

SMILES	FLuc act counter	NF-kB expr up	FLuc inh counter	Diaphorase inh	Diaphorase act	APP 5UTR inh	STAT1 activator	TLR4 MyD88 comp	APP 5'UTR act	G6PDH counter
COC(CNC(=S)Nc1ccc([N+](=O)[O-])cc1)OC	0.9	1.2	10	16	0.8	2	106	9	-3	-3
CC(C)CCN1CCN(Cc2nc3ccccc3s2)CC1CCO (stereo not drawn)	1.1	1.1	-6	4	1	8	104	9	-8	6
O=C(CSc1nc2c(cnn2-c2ccccc2)c(=O)[nH]1)N1CCOCC1	1	1.6	-2	1	1	1	101	3	-1	4
CS(=O)(=O)N1CCN(c2ccccc2NC(=O)c2cccs2)CC1	1	0.88	-1	6	0.9	16	100	0	-16	14
C/C(=N/NC(=O)CNC(=O)c1ccccc1)c1ccc(C)cc1	1	1.1	-5	20	0.8	0	104	-12	-1	-1
COc1cccc(OCC(=O)NNC(=O)c2cnccn2)c1	1	1.6	-3	16	0.8	21	99	8	-21	-6
O=C(O)c1cc(O)c2c(c1)C(=O)c1cc(O)cc(O)c1C2=O	1	0.85	-2	29	0.7	6	94	-4	-6	21
O=C(COc1ccc(Cl)cc1)Nc1nc(-c2ccc(S(=O)(=O)N3CCOCC3)cc2)cs1	1.1	0.69	-9	21	0.8	-21	94	5	21	1
CC(=Nc1ccccc1)c1sc2ccccc2c1O	0.4	6.3*	61*	19	0.8	-132	190*	8	132	-15
O=C(Nc1cccc2cccnc12)C1CCCC1	1.1	1.1	-7	6	0.9	-21	97	-18	21	2
CC12CN3CC(C)(CN(C1)C3c1ccc(Br)cc1)C2=O (stereo not drawn)	1.1	1.1	-7	-2	1	10	103	3	-10	12
O=C(Nc1cccc(S(=O)(=O)NC2=NCCCCC2)c1)c1cc(-c2ccc(Cl)cc2)nc2ccccc12	1	0.58	0	20	0.8	-8	95	6	8	-4
Cn1c(=O)c2c(ncn2CC(=O)N2CCN(c3cccc(Cl)c3)CC2)n(C)c1=O	1.1	1	-7	3	1	5	92	2	-5	-2
O=C(N/N=C/c1ccc(Br)o1)c1cc([N+](=O)[O-])cc([N+](=O)[O-])c1	1.1	0.96	-6	20	0.8	-22	96	-2	22	10
CC(=O)NS(=O)(=O)c1ccc(NC(=O)C2C3C=CC(C3)C2C(=O)O)cc1 (stereo not drawn)	1	1.3	-4	2	1	12	100	0	-12	-2
O=C(c1ccc(Cl)c([N+](=O)[O-])c1)N1CCN(C(=O)c2ccco2)CC1	1.1	1.1	-7	5	0.9	-26	93	5	26	2
CCOC(=O)N1CCC(Nc2nc(OC)nc(OC)n2)CC1	1	1.1	-2	6	0.9	1	100	-14	-1	-3
CCCCn1ccnc1C(=O)c1cccc(S(=O)(=O)N2c3ccccc3CC2C)c1 (stereo not drawn)	1.1	0.65	-7	27	0.7	-3	97	0	3	15
COc1ccc(C)cc1NC(=O)C(OC(=O)CNC(=O)c1ccc(Oc2ccccc2)cc1)c1ccccc1 (stereo not drawn)	1	0.98	2	5	0.9	-3	103	-21	3	6
O=C(CCCSc1nc(-c2ccco2)cc(C(F)(F)F)n1)NCc1cccs1	1	0.72	-4	22	0.8	2	95	-4	-2	-2
CC(C)(C)C(=O)N1CCC(O)(CS(=O)(=O)Cc2ccccc2Cl)CC1	1	1.3	4	13	0.9	-4	99	-1	4	34
Cc1cccc(-c2noc(CN(C(=O)/C=C/c3ccccc3Cl)C(C)C)n2)c1	1	1.2	-2	12	0.9	9	101	15	-9	7
COc1ccc(NC(C)c2cc(Cl)ccc2O)cc1 (stereo not drawn)	1	1.3	-3	5	1	4	103	2	-4	3
CCN1CCN(C(c2cccnc2)c2cc(Cl)c3cccnc3c2O)CC1 (stereo not drawn)	1.2	0.94	-15	55*	0.5	6	94	6	-6	39
O=C(NCC1(c2ccccc2)CCCC1)C1(c2ccccc2)CCCC1	1	0.88	-3	21	0.8	-7	89	9	7	5
CC(C)(C)c1ccc(C2CC2C(=O)N/N=C\c2ccc[nH]2)cc1 (stereo not drawn)	0.8	0.85	16	23	0.8	80*	56	-1	-80	6
C=CCOc1nc(N2CCCC2)nc(N2CCCC2)n1	1.1	0.72	-5	22	0.8	0	97	-4	0	-3
C=CCN(CC=C)c1ccc(N2C(=O)C3CCCCC3C2=O)cc1[N+](=O)[O-] (stereo not drawn)	1	1	2	30	0.7	14	81	8	-14	2
COC(=O)c1ccc2c(=O)n(CCN3CCOCC3)c(SCC(=O)NCc3ccccc3)nc2c1	1	0.89	0	3	1	10	98	6	-10	-1
CN1CCN(c2ccc(NC(=O)COc3ccccc3[N+](=O)[O-])cc2)CC1	1	0.85	4	-5	1.1	1	111	0	-1	0
Nc1ncc(CCN2CCOCC2)c(-c2ccc(F)cc2)n1	1	1.1	-4	11	0.9	-14	102	2	14	3
CCN(CCCNC(=O)CC(C(=O)N1CCc2ccccc21)n1ccnc1)c1cccc(C)c1 (stereo not drawn)	1	0.56	0	-6	1.1	1	107	-6	-1	13
CCOC(=O)CNC(=S)N(CCCN1CCCC1)Cc1cccs1	1	1.2	-4	-13	1.1	11	106	-11	-11	10
Cc1cc(C)cc(N(CC(=O)Nc2ccccc2-c2ccccc2)S(=O)(=O)c2ccccc2)c1	1	1	2	10	0.9	0	102	-7	0	19
CCOC(=O)CSCc1cn2cc(Cl)ccc2n1	1	1.1	2	10	0.9	-12	109	11	12	1
O=[n+]1c2c(n([O-])c3cc(F)c(F)cc31)CCCC2	1.1	1	-10	34	0.7	5	101	2	-5	8
CN1CCN(NC(=O)C2CC2)CC1	1	1.2	-1	5	0.9	-14	99	8	14	8
Fc1ccc(CSc2ncnc3ccccc23)cc1	1	1.1	1	-14	1.1	25	115	0	-25	2
CC(=O)Nc1ccc(OCC(O)Cn2cnc3ccccc32)cc1 (stereo not drawn)	1	1	-5	4	1	14	106	7	-14	0
O=C1NC2c3ccccc3C(=O)N2c2c1cnn2-c1ccccc1 (stereo not drawn)	1.1	0.85	-7	10	0.9	-15	102	10	15	3

Looked up by compound from the list above:
SMILES	FLuc act counter	NF-kB expr up	FLuc inh counter	Diaphorase inh	Diaphorase act	APP 5UTR inh	STAT1 activator	TLR4 MyD88 comp	APP 5'UTR act	G6PDH counter
C/C(=N/NC(=O)CNC(=O)c1ccccc1)c1ccc(C)cc1	1	1.1	-5	20	0.8	0	104	-12	-1	-1
CN1CCN(NC(=O)C2CC2)CC1	1	1.2	-1	5	0.9	-14	99	8	14	8
O=C(COc1ccc(Cl)cc1)Nc1nc(-c2ccc(S(=O)(=O)N3CCOCC3)cc2)cs1	1.1	0.69	-9	21	0.8	-21	94	5	21	1

The list continues.
SMILES	FLuc act counter	NF-kB expr up	FLuc inh counter	Diaphorase inh	Diaphorase act	APP 5UTR inh	STAT1 activator	TLR4 MyD88 comp	APP 5'UTR act	G6PDH counter
COC(=O)C1C/C(=N\NS(=O)(=O)c2ccc(C)cc2)c2sccc2C1 (stereo not drawn)	1	1.6	1	9	0.9	-5	96	4	5	1
CCN(CC)CCOc1c(Br)ccc2c1sc1nc3n(c(=O)c12)CCC3	1.1	1.6	-8	21	0.8	3	108	4	-3	-2
c1csc(Cc2nc(-c3ccc(-n4cccc4)cc3)no2)c1	/	/	/	/	/	6	108	5	-6	/
O=C(c1cccc([N+](=O)[O-])c1)c1ccc2c(c1)C(=O)NC2=O	1.1	0.9	-8	0	1	-11	98	4	11	7
COc1ccc(C(NC(=O)C2CCCCC2)c2c(O)ccc3ccccc23)cc1 (stereo not drawn)	1.1	1.3	-9	22	0.8	20	89	-21	-20	-2
O=c1oc2ccc3ccccc3c2cc1-c1nc2ccccc2o1	/	/	/	/	/	1	102	-15	-1	/
O=S(=O)(c1ccc(F)cc1)c1nc(-c2ccco2)oc1Nc1ccccc1	1	1.6	-1	11	0.9	-31	128	-9	31	6
COCCNC(=S)NC1CC2CCCC(C1)N2Cc1ccco1 (stereo not drawn)	1	1.1	1	-1	1	6	94	-1	-6	12
O=C(Cc1cn2ccsc2n1)NCc1ccccc1	1	1.3	-2	6	0.9	-10	93	5	10	12
Cc1ccc(-c2nn(Cc3ccccc3)cc2/C=C/C(=O)O)cc1	1	0.83	2	-3	1	5	101	-11	-5	7
O=c1c(-c2ccccc2)c(O)nc(SCCN2CCOCC2)n1-c1ccccc1	1	1.2	-1	10	0.9	15	101	2	-15	1
Nc1nc(-c2ccccc2)c(N=Nc2ccc(Cl)cc2)s1	1	1.2	-3	-2	1	10	84	0	-10	9
COc1ccc(-n2nc3c(c2NC(=O)c2ccc(S(=O)(=O)N4CCOCC4)cc2)CS(=O)(=O)C3)cc1	1.1	1.4	-6	17	0.8	-29	92	-3	29	3
Cc1[nH]c2ccccc2c1Cc1nnc(SCCC#N)o1	1.1	1.2	-7	10	0.9	-2	108	-9	2	10
CC(C)(C)C(=O)OCCn1c(=O)c2cc3c(=O)n(CCOC(=O)C(C)(C)C)c(=O)c3cc2c1=O	1.1	1	-9	12	0.9	9	102	6	-9	12

Structural class: the compounds so far containing a thiophene ring, fused or not.
SMILES	FLuc act counter	NF-kB expr up	FLuc inh counter	Diaphorase inh	Diaphorase act	APP 5UTR inh	STAT1 activator	TLR4 MyD88 comp	APP 5'UTR act	G6PDH counter
CS(=O)(=O)N1CCN(c2ccccc2NC(=O)c2cccs2)CC1	1	0.88	-1	6	0.9	16	100	0	-16	14
CC(=Nc1ccccc1)c1sc2ccccc2c1O	0.4	6.3*	61*	19	0.8	-132	190*	8	132	-15
O=C(CCCSc1nc(-c2ccco2)cc(C(F)(F)F)n1)NCc1cccs1	1	0.72	-4	22	0.8	2	95	-4	-2	-2
CCOC(=O)CNC(=S)N(CCCN1CCCC1)Cc1cccs1	1	1.2	-4	-13	1.1	11	106	-11	-11	10
COC(=O)C1C/C(=N\NS(=O)(=O)c2ccc(C)cc2)c2sccc2C1 (stereo not drawn)	1	1.6	1	9	0.9	-5	96	4	5	1
CCN(CC)CCOc1c(Br)ccc2c1sc1nc3n(c(=O)c12)CCC3	1.1	1.6	-8	21	0.8	3	108	4	-3	-2
c1csc(Cc2nc(-c3ccc(-n4cccc4)cc3)no2)c1	/	/	/	/	/	6	108	5	-6	/
